High-throughput results (PubChem)
Vif-APOBEC3F blk: inhibitors of Vif-A3F interaction. HeLa A3F-eYFP + Vif (tagged APOBEC3F with the HIV-1 protein that degrades it), YFP fluorescence increase. 390,000 compounds, 0.2% hits. Potency, µM (titrated, usually from 46.1 µM), inactives show top-dose activity, negative = active; note: potency is the fitted concentration of half-maximal effect; % of control where 0% means no effect; nearly all actives have a fitted effect of over 65% in size
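HeLa cells stably expressing Vif plus C-terminally eYFP-tagged A3F were seeded, incubated overnight at 37 deg C, dosed with compound, incubated overnight again at 37 deg C. Yellow fluorescence (Ex 488/Em 500-530) reported blocked Vif-mediated A3F-eYFP degradation.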
D1 ag: agonists of human D1 dopamine receptor. P21728. HEK293 T-REx D1 cells, calcium flux, agonist mode. activation, % at 2 µM. 360,000 compounds, 1% hits; in the data active = activation above about 30%; note: 0% is about no effect
Target sequence (P21728 whole entry, looked up): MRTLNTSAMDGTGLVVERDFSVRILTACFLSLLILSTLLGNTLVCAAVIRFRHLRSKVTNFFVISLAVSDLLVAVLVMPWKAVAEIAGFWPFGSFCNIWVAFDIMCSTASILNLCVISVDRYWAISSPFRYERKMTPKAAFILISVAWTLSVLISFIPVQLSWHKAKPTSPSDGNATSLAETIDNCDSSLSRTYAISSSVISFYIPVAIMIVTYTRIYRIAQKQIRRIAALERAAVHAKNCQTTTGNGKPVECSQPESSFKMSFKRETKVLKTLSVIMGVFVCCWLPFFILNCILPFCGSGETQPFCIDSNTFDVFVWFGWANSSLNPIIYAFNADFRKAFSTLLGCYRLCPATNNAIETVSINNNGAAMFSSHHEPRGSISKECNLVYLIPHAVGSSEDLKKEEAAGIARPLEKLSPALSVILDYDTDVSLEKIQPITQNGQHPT
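Agonism was scored from calcium flux recorded over 180 s (1 read/s) after pintool compound addition, following a 10-cycle baseline. Cells were inducible force-coupled HEK293 TREx D1, plated overnight at 30 C and loaded with no-wash calcium dye.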
RXFP1 ag: RXFP1 (human) receptor agonism | Q9HBX9 | HEK293T-RXFP1 cAMP TR-FRET, 30 min; response scale: percent of porcine relaxin response, buffer zero | Potency, µM (series often up to 57.5 µM), inactives show at the top dose activation, usual class: activators | 370,000 compounds, 0.3% hits | AID 2676; note: potency is the fitted concentration of half-maximal effect; % is set by controls: 0 for no effect and ±100 for the full control effect; nearly all actives have a fitted effect of over 60% in size; many of its hits are not listed in these tables
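HEK293T cells stably expressing RXFP1 were pretreated with the PDE4 inhibitor Ro 20174, exposed to compounds for 30 min at 37C, lysed, and cAMP was read by TR-FRET. Data normalized to buffer (basal) and 29 nM porcine relaxin (100%).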
D1 antag: blocks dopamine activation of the human D1 receptor | HEK293 TREx D1 cells, calcium flux, dopamine EC80; hits give low values | activity change, negative = inhibition, % at 10 µM | 360,000 compounds, 3.2% hits; in the data active = activity change below about -30%; note: % is set by controls: 0 for no effect and ±100 for the full control effect
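Cells carrying a force-coupled, tetracycline-inducible human D1 receptor report calcium flux. Each well gets a 10 s baseline, compound with 180 s monitoring, then an EC80 dopamine stimulus with a second 180 s kinetic read.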
Vif-A3G inh: Vif-A3G binding inhibition | 410,000 compounds, 0.076% hits | Potency, µM (highest dose often 46.1 µM), without a hit: at the top dose activity, negative = active, hits mostly inhibitors | HeLa A3G-eYFP + Vif (tagged APOBEC3G with the HIV-1 protein that degrades it), YFP fluorescence, overnight;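 note: potency is the fitted concentration of half-maximal effect; % is set by controls: 0 for no effect and ±100 for the full control effect; nearly all actives have a fitted effect of over 60% in size; hits raise eYFP signal because A3G escapes Vif-driven loss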
Target sequence (Q9HC16 whole entry, looked up): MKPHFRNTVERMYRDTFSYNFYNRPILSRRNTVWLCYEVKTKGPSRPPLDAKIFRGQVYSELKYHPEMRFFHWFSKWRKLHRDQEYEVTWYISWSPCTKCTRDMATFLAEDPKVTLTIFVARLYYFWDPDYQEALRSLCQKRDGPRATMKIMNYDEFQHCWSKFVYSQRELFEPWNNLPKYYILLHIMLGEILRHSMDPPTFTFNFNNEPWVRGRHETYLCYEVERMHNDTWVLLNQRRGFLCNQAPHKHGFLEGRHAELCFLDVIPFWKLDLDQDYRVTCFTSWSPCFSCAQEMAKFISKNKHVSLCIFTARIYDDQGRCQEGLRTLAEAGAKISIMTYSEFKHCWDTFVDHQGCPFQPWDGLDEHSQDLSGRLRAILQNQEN
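HeLa cells stably expressing Vif and C-terminally eYFP-tagged A3G, seeded overnight at 37 deg C, then exposed to compound by pintool overnight at 37 deg C. Rise in yellow fluorescence (Ex 488/Em 500-530, Acumen) marks blocked Vif-driven A3G degradation.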
LDHA block: inhibitors of human lactate dehydrogenase A | P00338 | purified LDHA, NADH/diaphorase-resazurin fluorescence; hits give low values | AID 1347041 | activity change, % (values are at about 110 or 230 µM) | 480,000 compounds, 0.15% hits; in the data active = activity change below about -30%; inconclusive = mostly about -25% to -30%;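 note: plate controls were DMSO wells for no effect and wells without enzyme for full effect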
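Human LDH5 at 2 nM final in Tris HCl pH 7.4 with 0.06 mM NADH and 0.2 mM pyruvate, reacted 5 minutes at room temperature. Remaining NADH coupled via diaphorase/resazurin; resorufin fluorescence read at 0 and 20 minutes, normalized to enzyme-free and DMSO wells.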
D1 PAM: potentiators of human D1 dopamine receptor; P21728; HEK293 TREx D1 cells, calcium flux, dopamine EC20 potentiation; potentiation, % at 10 µM; 360,000 compounds, 0.036% hits; AID 504651; in the data active = potentiation above about 30%; note: 0% is about no effect
Glioma ERSR ind: ER stress response induction in glioma; U87-MG GRP78 promoter luciferase reporter, 16 h; Potency, µM, for inactives: at the top dose activation, hits mostly activators; 420,000 compounds, 0.02% hits; note: potency is the fitted concentration of half-maximal effect; series mostly up to about 76 µM; % of control where 0% means no effect; nearly all actives have a fitted effect of over 35% in size
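Stably transfected U87-MG glioma cells carrying a GRP78-based luciferase sensor; 16 h compound incubation. Luminescence end-point read 10 min after Bright-Glo addition at room temperature.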
D2 PAM: positive allosteric modulators of human D2 dopamine receptor; P14416; HEK293 T-REx D2, calcium flux, EC20 dopamine potentiation; potentiation, % at 10 µM; 340,000 compounds, 0.34% hits; AID 485347;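 active = potentiation over 3 SD above the plate norm, cut at about 30% in these data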; note: 0% is about no effect
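Potentiation of an EC20 dopamine calcium response is measured in a force-coupled, tetracycline-inducible Hek293 Trex D2 line. Compound-only kinetic reads over 180 s flag agonists before dopamine addition.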
* = called active by the depositor; ? = inconclusive; . = not tested or not shown; & = joins results of further samples. Unless noted, calls come from the whole dose curve; as a rule, active = well fitted curve in the direction sought with a large enough effect; inconclusive = small, poorly fitted or top-dose-only effect, or another doubt; inactive = no such curve, though single readings can be large; an effect the other way counts as inactive or inconclusive.

The line under a structure holds: Vif-APOBEC3F blk	D1 ag	RXFP1 ag	D1 antag	Vif-A3G inh	LDHA block	D1 PAM	Glioma ERSR ind	D2 PAM
#1 NCCCC[C@H]1CNC(=S)N1CC1CCCCC1
    9%	-1	4.4%	-20	6%	-6	-2	-6%	-5
#2 O=C1c2sc3nc4c(c(=O)n3c2C(=O)N1c1ccccc1)CCC4
    0%	5	19%	0	-5%	-7	6	0%	22
#3 CCN1CCN(C(=O)CCN2C(=O)c3ccccc3C2=O)CC1
    -1%	-3	2.1%	7	0%	2	0	-2%	-8
#4 C[C@@H]1CN([C@H](C)CO)C(=O)CCCn2nncc2CO[C@H]1CN(C)C(=O)C1CC1
    -18%	.	.	.	-2%	-3	.	-4%	.
#5 NC(=O)c1[nH]cnc1N
    -4%&0%	1&2	1.5%&1.2%	-3&4	0%&0%	4&-2	-5&1	-3%&-4%	-6&3
#6 CC(C)C(OC(=O)c1ccco1)C(=O)NCc1ccccc1 (centres undefined)
    -7%	1	-0.4%	-21	0%	2	-11	-3%	-6
#7 COc1ccc(CNS(=O)(=O)c2cc3c(cc2Cl)N(C(C)=O)CCO3)cc1
    -8%	-1	0.6%	-6	5%	0	-2	1%	2
#8 O=C(O)c1ccc(CN2CCCCC2)o1
    1%	1	-0.1%	6	-2%	0	4	0%	0
#9 CN(C(=O)c1ccccc1)c1ccccc1C(=O)NCCc1ccccc1
    -3%	4	-1.6%	7	0%	-3	3	-3%	12
#10 CN1CCN(C(=O)Cn2ncc3c([nH]c4ccccc43)c2=O)CC1
    8%	2	-1.5%	-29	-1%	-7	1	-4%	-6
#11 N#Cc1ccccc1NC(=O)c1ccc(-c2ccccc2Cl)o1
    .	11	-0.2%	-3	-6%	0	8	-1%	-1
#12 Cc1cc(NS(=O)(=O)c2ccc(Nc3nc(-c4ccc(O)cc4)cs3)cc2)no1
    2%	0	-2.1%	6	-2%	7	-2	-5%	-8
#13 CCc1cccc(C)c1NS(=O)(=O)c1ccc2c(c1)NC(=O)C(C)C(=O)N2 (centres undefined)
    -3%	0	1.2%	8	0%	-4	-3	-1%	22
#14 CCC1(CC)C(=O)N=C2c3ccccc3C(=O)N21
    1%	2	-1.2%	6	1%	-8	1	-6%	5
#15 CCOC(=O)C1CCN(Cc2coc3ccc(Cl)cc3c2=O)CC1
    3%	-3	0.9%	0	2%	-19	2	-5%	-17
#16 O=C(c1ccco1)N1CCN(Cc2cc(=O)c(OCc3ccc(F)cc3)co2)CC1
    1%	5	1.5%	-12	-1%	-5	2	-5%	5
#17 O=C(O)c1csc(-c2ccc(Cl)cc2)n1
    -12%	0	6.7%	1	0%	-4	-2	-3%	-5
#18 O=C(NC1CC(=O)N(c2cccc(F)c2)C1)C(=O)c1c[nH]c2ccccc12 (centres undefined)
    4%	23	0.6%	-16	2%	-1	-4	0%	-8
#19 O=C(OCc1cc(=O)n2c3c(sc2n1)CCCC3)c1cccc(NC(=O)c2ccccc2F)c1
    4%	3	1.9%	3	5%	-9	0	-2%	5
#20 CCOC(=O)c1c(NC(=O)COC)sc2c1CCCC2
    -4%	2	2.9%	9	0%	-1	0	-4%	8
#21 Cc1ccc(-n2nc(C(=O)N3CCOCC3)cc2-c2ccc(Cl)cc2)cc1
    3%	1	2.0%	2	-4%	3	0	-1%	2
#22 CC1CCC(NC(=O)c2ccc(CS(=O)(=O)Cc3ccccc3F)o2)CC1 (centres undefined)
    2%	-1	-0.5%	-16	10%	-3	-3	-1%	11
#23 COc1cc(/C=N/NC(=O)CN(Cc2ccccc2)S(=O)(=O)c2ccc3c(c2)OCCO3)ccc1O
    5%	-1	0.5%	-4	-10%	-18	8	-1%	-19
#24 Cc1ccc(S(=O)(=O)CCc2nnc(N)s2)cc1
    -5%	4	-5.3%	20	0%	-1	-6	-5%	20
#25 C/C(=N\NC(=O)C(O)c1ccccc1)c1cccnc1 (centres undefined)
    -2%	6	0.2%	-8	4%	0	11	-6%	-10
#26 O=C(CCc1nnc(CCCc2ccccc2)o1)NCCCC1CCCC1
    -3%	-1	0.2%	-5	-3%	0	-5	5%	0
#27 Cc1cc(C)n(-c2ccc(C(=O)Nc3cccnc3)cc2)n1
    7%	2	-1.1%	-11	5%	-5	-8	0%	-4
#28 COc1cccc2nc3cc(C)c(C)cc3nc12
    1%	2	6.4%	-13	0%	18	-3	-3%	20
#29 C[C@@H](C(=O)Nc1nc(-c2ccccn2)cs1)N1C(=O)C2CCCCC2C1=O (some centres undefined)
    -1%	1	0.0%	4	-11%	10	-2	0%	1
#30 CCc1ccc(NC(=O)c2ccc(F)c(S(=O)(=O)N3CCN(c4ccc(OC)cc4)CC3)c2)cc1
    5%	2	2.2%	-45*	9%	-5	-4	-2%	7
#31 CC(=O)c1c(-c2ccc(Cl)cc2)c2ccccc2[nH]c1=O
    0%	2	-0.5%	2	6%	-8	-1	-3%	-8
#32 CN(CC(=O)NCCc1ccccc1)CC(=O)Nc1cccc(F)c1
    12%	.	.	.	4%	-2	.	-1%	.
#33 COC(=O)c1sc(-c2ccc(Cl)cc2)cc1NC(=O)c1ccccc1C(=O)O
    -1%	1	-25%	0	-5%	-9	-2	?	-21
#34 COc1cccc(CNc2ccc([N+](=O)[O-])c(NCC(=O)O)n2)c1
    0%	2	5.5%	-15	0%	-9	0	-3%	-8
#35 O=C(Cc1ccc(O)cc1)N/N=C/c1cccs1
    -4%	2	2.1%	16	3%	-15	-1	8%	1
#36 COc1cc(C(=O)NCC(=O)N/N=C\C(C)=C/c2ccccc2)cc(OC)c1OC
    -5%	4	-3.5%	-8	-29%	-1	-4	2%	15
#37 O=C(/C=C/c1ccc(Cl)cc1)Nn1c(-c2cccs2)nc2ccccc2c1=O
    -3%	1	2.3%	-22	-1%	-10	-6	0%	-9
#38 O=C(O)c1ccc(N2C(=O)Nc3ccccc3N2O)cc1
    5%	4	2.3%	-15	5%	-2	0	0%	-4
#39 CC(C)CCN(C)C1CCN(C(=O)Nc2c(F)cccc2F)CC1
    4%	3	1.6%	-1	0%	-2	0	-2%	-13
#40 CCCCC(=O)Nc1ccc2c(c1)nc(CCN1CCOCC1)n2C
    2%	1	0.8%	4	-1%	2	-6	1%	.
#41 CN(C(=O)c1ccccn1)c1nnc(-c2ccccn2)s1
    -6%	1	-0.7%	-5	2%	0	2	-6%	-11
#42 COC(=O)c1ccc(CN2[C@H](C(=O)OC)C[C@@]3(O)[C@H](O)[C@H](O)[C@H](O)C[C@@H]23)cc1
    3%	1	-1.4%	-5	3%	4	2	-2%	3
#43 CCOC(=O)C1(Cc2ccccc2C)CCCN(C(=O)c2ccc(C(C)=O)s2)C1 (centres undefined)
    -2%	.	.	.	8%	-4	.	-4%	.
#44 NC(=O)NC[C@@H]1CC[C@@H](Cc2ccc(-c3ccccc3)cc2)O1
    4%	.	.	.	3%	0	.	1%	.
#45 O=C1NC(c2ccccc2)N=C2Oc3ccccc3C=C12 (centres undefined)
    -16%	.	.	.	?	5	.	-6%	.
#46 S=C(NCC1(c2ccccc2)CCCC1)Nc1ccccc1
    1%	7	1.3%	2	7%	-4	-9	-1%	0
#47 CCn1c(C)nc2cc(C(=O)NNC(=O)CCC3CCCC3)ccc21
    0%	0	0.4%	0	2%	-3	9	2%	5
#48 S=c1[nH]c2nc(Cl)c(Cl)nc2[nH]1
    -11%	.	.	.	0%	1	.	-2%	.
#49 Cn1ncc(Cl)c1C(=O)Nc1ccc2c(c1)CCC2
    -3%	2	0.4%	-5	0%	-5	3	10%	-15
#50 CNC(=S)N1CCC(NC(=O)C(Cc2ccccc2)NC(C)=O)CC1 (centres undefined)
    13%	3	1.1%	1	-1%	-3	0	1%	4
#51 COc1ccc(/C=N/Nc2nc(-c3cccc(S(=O)(=O)N4CCCC4)c3)cs2)c(OC)c1
    6%	4	3.8%	11	2%	-5	-3	-3%	17
#52 COc1cccc(CNC(=O)c2cccs2)c1
    10%	2	0.4%	-11	1%	-13	-7	-1%	5
#53 O=C(O)COc1ccc(/C=C/C(=O)c2ccc3ccccc3c2)cc1
    -4%	3	2.5%	-5	-12%	-16	.	-9%	-3
#54 COc1cc(Br)c(CN2C(=O)NC3(CCCCCC3)C2=O)cc1OC
    -5%	16	-0.1%	6	-4%	1	-6	0%	11
#55 Cc1cc(C)c(S(=O)(=O)NCC2CCC(C(=O)NCc3ccccn3)CC2)c(C)c1 (centres undefined)
    2%	5	2.2%	2	0%	-3	-2	-1%	0
#56 O=C(CSc1nnc(CNC(=O)c2ccc(F)cc2)o1)Nc1ccc2c(c1)OCO2
    6%	2	1.5%	9	1%	-5	6	-6%	1
#57 COc1ccc(-c2cc3nc(C)c(CCC(=O)Nc4cccc(C(F)(F)F)c4)c(C)n3n2)c(OC)c1
    -10%	0	0.1%	-20	-2%	-4	-2	-3%	6
#58 CN(C)CCCNC(=O)c1cc(C(=O)Cc2ccc(Cl)cc2)c[nH]1
    8%	4	6.1%	5	0%	-4	-6	-1%	4
#59 O=C(CSc1nnc(NC(=O)C2CC2)s1)NCc1ccccc1Cl
    3%	-1	4.0%	-1	0%	0	-3	-1%	5
#60 C=CCn1c(SCC(=O)NC2CCS(=O)(=O)C2)nnc1-c1ccc(Cl)cc1 (centres undefined)
    -6%	1	2.0%	9	-2%	-5	-3	-3%	-8

Other compounds.
The line under a structure holds: Vif-APOBEC3F blk	D1 ag	RXFP1 ag	D1 antag	Vif-A3G inh	LDHA block	D1 PAM	Glioma ERSR ind	D2 PAM
#61 COc1cccc2c1-c1c(C(=O)O)cccc1C2=O
    -7%	2	-1.1%	0	-1%	0	-6	-1%	-1
#62 COc1cccc(CN(C)CC(O)COc2cc(Cl)ccc2Cl)c1 (centres undefined)
    0%	13	2.0%	-1	1%	-12	-5	-2%	-11
#63 COc1cc(NC(=O)C/C(C)=N/NC(=O)C2CCCCC2)c(OC)cc1Cl
    5%	3	-3.7%	-8	-5%	3	0	-3%	11
#64 Fc1ccc(N2CCN(Cc3cnc(Cl)s3)CC2)cc1
    16%	1	0.6%	-9	1%	-6	0	4%	-12

A portion of the library; rates above refer to the full screens.
